TAG inh: inhibitors of triacylglycerol accumulation | H9c2 cells, Nile Red lipid (TAG) fluorescence; cells loaded with 200 µM oleic acid | AID 651582 | 230,000 compounds, 0.66% hits | inhibition, % at 12.5 µM;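 active = pattern-corrected inhibition of lipid staining of at least 50% with the nuclear-stain viability signal not falling by more than 50%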;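 also: 0% = DMSO wells and 100% = triacsin C control wells; some results filed as inactive read as strong as hits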
TAG inh DAPI viability: further read-out of TAG inh, marked with its call; DAPI nuclei signal change (viability), lower = more cytotoxic, %;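 whole-well DAPI fluorescence read on a plate reader as a viability signal; minus 50 percent equals half of cells still viable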
Starred values were filed as active, the others as inactive; & = joins results of further samples. These rows are one share of the data; the hit share may differ from the screen's.

SMILES | TAG inh | TAG inh DAPI viability
CCCCOc1c(Cl)cc(C(=O)N2CCN(CC(=O)N3CCCC3)CC2)cc1OCC | 8 | -6
CCOC(=O)C1=C(COC(=O)CCOc2ccccc2C)NC(=O)NC1C (stereo not given) | 0 | -5
CCOC(=O)C(=O)NCC1CCCN1S(=O)(=O)c1cccs1 (stereo not given) | -4 | 6
COc1cc(C2OC(=O)C3C(c4ccc(OC(C)=O)c(OC)c4)OC(=O)C23)ccc1OC(C)=O (stereo not given) | 1 | 2
CCCNS(=O)(=O)c1ccc(CCC(=O)NCc2cccnc2)cc1 | -8 | -6
O=Cc1c(NCc2ccccc2F)c2ccccc2[nH]c1=O | 7 | -6
COC(=O)c1cc(-c2c[nH]c3ccccc23)n[nH]1 | -1 | 16
CCn1cnc2c1c(=O)n(Cc1csc(-c3ccccc3)n1)c(=O)n2Cc1ccccc1 | 17 | 0
O=[N+]([O-])c1ccc(Cl)c(S(=O)(=O)Nc2ccc(-c3ccc(N4CCCC4)nn3)cc2)c1 | -2 | 2
CC(=O)c1ccc(S(=O)(=O)NCCCC(=O)N(C)Cc2ccc3c(c2)OCO3)cc1 | -28 | 12
CCOC(=O)CCNC(=O)CNC(=O)OCc1ccccc1 | -19 | 1
CCn1c(C(=O)O)c(CC(=O)Nc2ccccc2F)c2ccccc21 | 5 | -1
CC(NC(=S)NNS(=O)(=O)c1cccc([N+](=O)[O-])c1)c1ccccc1 (stereo not given) | -7 | -12
CCOC(=O)c1c(NC(=O)CSc2nc3cccnc3n2C)sc(C(C)=O)c1C | -26 | 3
Cc1ccc(C(=O)NC=C(Cl)Cl)cc1 | -4 | 3
CC(C)CC1C(=O)N(Cc2cn(CCC3OCCO3)nn2)CCS(=O)(=O)N1Cc1ccc(-c2ccc(F)nc2)cc1 (stereo not given) | 12 | -5
Cc1ccc(C(=O)O)cc1NC(=O)CSc1nnc(-c2ccccc2F)n1C1CCCCC1 | -5 | -3
CN1C(C(=O)NCc2ccco2)CC2Cn3c(nc4ccccc43)C21 (stereo not given) | 7 | 3
CCOC(=O)C1CCN(c2nc(C)nc3c2oc2ccccc23)CC1 | -9 | 1
Cc1cc(C(=O)C(C)OC(=O)c2ccc(NC(=O)CC#N)cc2)c(C)n1-c1ccccc1 (stereo not given) | -2 | 8

Filtered by structure: the entries above containing four or more nitrogen atoms.
SMILES | TAG inh | TAG inh DAPI viability
CCn1cnc2c1c(=O)n(Cc1csc(-c3ccccc3)n1)c(=O)n2Cc1ccccc1 | 17 | 0
O=[N+]([O-])c1ccc(Cl)c(S(=O)(=O)Nc2ccc(-c3ccc(N4CCCC4)nn3)cc2)c1 | -2 | 2
CC(NC(=S)NNS(=O)(=O)c1cccc([N+](=O)[O-])c1)c1ccccc1 (stereo not given) | -7 | -12
CCOC(=O)c1c(NC(=O)CSc2nc3cccnc3n2C)sc(C(C)=O)c1C | -26 | 3
CC(C)CC1C(=O)N(Cc2cn(CCC3OCCO3)nn2)CCS(=O)(=O)N1Cc1ccc(-c2ccc(F)nc2)cc1 (stereo not given) | 12 | -5
Cc1ccc(C(=O)O)cc1NC(=O)CSc1nnc(-c2ccccc2F)n1C1CCCCC1 | -5 | -3
CN1C(C(=O)NCc2ccco2)CC2Cn3c(nc4ccccc43)C21 (stereo not given) | 7 | 3

(list continues)
SMILES | TAG inh | TAG inh DAPI viability
Fc1ccc(-c2nnc(-n3nnc4ccccc43)c3ccccc23)cc1 | -6 | 9
Cc1onc(-c2ccccc2Cl)c1C(=O)Nc1nnc(-c2cccc([N+](=O)[O-])c2)s1 | 14 | 0
COc1ccccc1C(=O)COC(=O)Cn1nc(C)c([N+](=O)[O-])c1C | -4 | 9
CC1CCN=C(N)S1 (stereo not given) | -1 | -4
Cc1cccc(C)c1NC(=O)CCCSc1nnc(-c2ccco2)n1-c1ccccc1 | 6 | 3
COc1ccc(OC)c(N2CC(O)=C(c3nc4ccccc4s3)C2=N)c1 | -17 | 6
CCN(C[C@H]1N[C@@](C)(C(=O)OC)[C@H]2C(=O)N(Cc3ccccc3)C(=O)[C@@H]12)S(=O)(=O)c1ccccc1 | 6 | 8
CCOC(=O)Cn1nnnc1C(CC)N(Cc1cccs1)Cc1cc2cc(C)ccc2[nH]c1=O (stereo not given) | 11 | 1
COc1ccc(CNC(C)C(=O)Nc2ccc3ccccc3c2)cc1OC (stereo not given) | -2 | 17
O=C(COC(=O)c1cc(-c2ccc(F)cc2)nc2ccccc12)NCC1CCCO1 (stereo not given) | 4 | 1
Cc1ccc(C)c(S(=O)(=O)N(C)c2ccc(OC(=O)C3CCN(C(=O)Nc4ccccc4)CC3)cc2)c1 | -12 | 5
CCC(C)NC(=O)CSc1nc2ccsc2c(=O)n1-c1ccc(OC)cc1 (stereo not given) | 6 | -7
O=C(CCc1nnc(CCc2ccccc2)o1)N1CCCC1c1nccs1 (stereo not given) | -3 | -2
NC(=S)NN=C1CSSC1 | 33 | -37
NC(=O)c1ccsc1NC(=O)CN1C(=O)C2CC=CCC2C1=O (stereo not given) | 6 | 19
C/C(N)=C(/C#N)C(=O)COC(=O)CCSc1ccccc1 | -1&10 | 1&-4
N#C/C(=C/c1ccc(-c2cc([N+](=O)[O-])ccc2Cl)o1)C(N)=O | 5 | 2
COCCn1c(SCC(=O)NC(=O)NC2CCCC2)nc2ccccc2c1=O | 6 | -1
COc1ccc(N(C(=O)c2cnccn2)C(C(=O)NC2CCCCC2)c2ccc(O)cc2)cc1 (stereo not given) | 3 | -10
COc1ccc(NC(=O)CSc2nccn2Cc2ccc(F)cc2)cc1 | -1 | -2
COc1ccccc1NS(=O)(=O)c1ccc(C(=O)NCCCn2ccnc2)cc1 | 13 | 0
CC1(C)CC(=O)C=C(NCCN2CCN(C(=O)Nc3ccc(Cl)cc3)CC2)C1 | 11 | 6
COc1ccc(Cl)cc1C(=O)N1CCC2(CC1)CC(=O)c1ccccc1O2 | 8 | -1
CCOc1ccc(S(=O)(=O)N2Cc3ccccc3CC2C(=O)NCCCn2ccnc2)cc1 (stereo not given) | -10 | 2
CCOC(=O)N1CCN(c2ccc([N+](=O)[O-])cc2)CC1 | -32 | -4
O=C(Cn1cnc2c(OCc3ccccc3)ncnc21)NCCCn1ccnc1 | -7 | 9
CCC(C)CCN1C(Nc2ccccc2)=NC[C@@H]1C (stereo not given in full) | -30 | 9
O=C(CSc1ncn[nH]1)NNC(=O)c1ccccc1 | -7 | -10
COc1ccc(OC)c(C(=O)CSc2nc3cccnc3n2C)c1 | 2 | 3
COc1ccc(C(=O)OCc2nnc(-c3ccccc3)o2)cc1S(=O)(=O)N1CCOCC1 | 1 | -11
NC(=O)c1cccc(-c2ccnc3c2CC(C(=O)NCc2ccco2)O3)c1 (stereo not given) | 39 | -30
CSc1ccccc1NC(=O)CN(C)C(=O)COc1ncnc2ccccc12 | -12 | 3
Cc1ccc(-c2nc(SCC(=O)c3c(N)n(C4CC4)c(=O)[nH]c3=O)n[nH]2)cc1 | 1 | -4
COC(=O)c1ccccc1NC(=O)CNC(=O)c1ccc(OC)c(OC)c1 | -9 | -2
COc1cc2c(c(OC)c1OC)C(c1ccc3c(c1)OCO3)CC(=O)O2 (stereo not given) | 1 | 11
O=C(Nc1ccncc1)c1cc(C2CCCCN2C(=O)CCc2ccccc2)on1 (stereo not given) | -10 | 8
CC(=O)c1ccc(N2CCN(S(=O)(=O)c3cc4[nH]c(=O)c(=O)[nH]c4cc3C)CC2)cc1 | -3 | 5
Cc1ccc2cccc(OCCCOc3ccccc3F)c2n1 | -20 | -6
COCCN(C(=O)COC(=O)c1ccc(C)s1)c1c(N)n(Cc2ccccc2)c(=O)[nH]c1=O | 9 | -3
CC(C)(C)C(=O)NC1(C(F)(F)F)C(=O)Nc2c1c(=O)[nH]c(=O)n2Cc1ccco1 (stereo not given) | -2 | 7

Reprinted at random: 2 compounds from above, in no set order.
SMILES | TAG inh | TAG inh DAPI viability
COCCn1c(SCC(=O)NC(=O)NC2CCCC2)nc2ccccc2c1=O | 6 | -1
CCC(C)NC(=O)CSc1nc2ccsc2c(=O)n1-c1ccc(OC)cc1 (stereo not given) | 6 | -7

The list continues:
SMILES | TAG inh | TAG inh DAPI viability
CCC(CC)c1nn2c(N)c(/C=C3\C(C)=Nc4ccccc43)c(=O)nc2s1 | 5 | 0
Nc1ccccc1Sc1ccc(C(F)(F)F)cc1[N+](=O)[O-] | -15 | 9
COc1cc(C2Nc3ccccc3C(=O)N2c2ccccc2OC)ccc1O (stereo not given) | -3 | 3
CCCc1nnc(SCC(=O)N2C(C)CCCC2C)n1CC (stereo not given) | -2 | 8
Cc1ccc(S(=O)(=O)N2CCC(C(=O)C3C(=O)CCCC3=O)CC2)cc1 | 0 | 10
COc1ccc(CCNC(=O)CSc2ccccn2)cc1OC | -8 | -1
CCN(CC(=O)NCc1cccs1)C(=O)c1ccc([N+](=O)[O-])o1 | 1 | 11
CC(C)Oc1ccc(CCNC(=O)C2CCC(=O)N(Cc3cccc(F)c3)C2)cc1 (stereo not given) | 22 | 8
Cc1ccc(SCC(=O)Nc2cc([N+](=O)[O-])ccc2O)cc1 | -2 | -2
Cc1ccc(C(C(=O)NCc2ccco2)N(C(=O)CNC(=O)c2cccs2)c2c(C)cccc2C)cc1 (stereo not given) | -43 | 1
CCC(C)c1ccccc1NC(=O)COC(=O)C1=NN(c2ccccc2)C(=O)CC1 (stereo not given) | -5 | -4
Cc1cc(C)c(-c2csc(NC(=O)c3cc([N+](=O)[O-])ccc3N3CCOCC3)n2)c(C)c1 | -1 | 3
Cc1cc(=O)oc(C)c1C(=O)NCC(C)NC(=O)c1c(C)cc(=O)oc1C (stereo not given) | 10 | -8
CC1(c2ccccc2)NC(=O)N(CC(=O)Nc2cccc(C#N)c2)C1=O (stereo not given) | -1 | 10
CCN(Cc1ccccc1)S(=O)(=O)c1cc2c3c(c1)CCN3C(=O)CC2 | 2 | 7
CC(C)(C)OC(=O)C[C@@H]1C/C=C\C[C@H](CC(=O)NCCO)C(=O)NC[C@@H](c2ccccc2)OC1=O | -11 | 1
Brc1ccccc1C1=Nn2c(nnc2-c2ccccc2)SC1 | 20 | -2
NNC(=O)CN1CCCc2ccccc21 | -1 | 8
CC(=O)Nc1nc(C)c(S(N)(=O)=O)s1 | 1 | 3
Cc1ccc(Cl)cc1NC(=O)C1CC(=O)N(C(C)C)C1 (stereo not given) | 10 | 2

Grouped by structure: the entries above with fluorine
SMILES | TAG inh | TAG inh DAPI viability
O=Cc1c(NCc2ccccc2F)c2ccccc2[nH]c1=O | 7 | -6
CCn1c(C(=O)O)c(CC(=O)Nc2ccccc2F)c2ccccc21 | 5 | -1
CC(C)CC1C(=O)N(Cc2cn(CCC3OCCO3)nn2)CCS(=O)(=O)N1Cc1ccc(-c2ccc(F)nc2)cc1 (stereo not given) | 12 | -5
Cc1ccc(C(=O)O)cc1NC(=O)CSc1nnc(-c2ccccc2F)n1C1CCCCC1 | -5 | -3
Fc1ccc(-c2nnc(-n3nnc4ccccc43)c3ccccc23)cc1 | -6 | 9
O=C(COC(=O)c1cc(-c2ccc(F)cc2)nc2ccccc12)NCC1CCCO1 (stereo not given) | 4 | 1
COc1ccc(NC(=O)CSc2nccn2Cc2ccc(F)cc2)cc1 | -1 | -2
Cc1ccc2cccc(OCCCOc3ccccc3F)c2n1 | -20 | -6
CC(C)(C)C(=O)NC1(C(F)(F)F)C(=O)Nc2c1c(=O)[nH]c(=O)n2Cc1ccco1 (stereo not given) | -2 | 7
Nc1ccccc1Sc1ccc(C(F)(F)F)cc1[N+](=O)[O-] | -15 | 9
CC(C)Oc1ccc(CCNC(=O)C2CCC(=O)N(Cc3cccc(F)c3)C2)cc1 (stereo not given) | 22 | 8

(further entries)
SMILES | TAG inh | TAG inh DAPI viability
O=C1CSC(c2cccnc2)N1CCc1ccccn1 (stereo not given) | 6 | -8
Cc1cc(C)n2nc(S(=O)(=O)N(CC(C)C)CC(C)C)nc2n1 | 2 | -15
CC(=O)Nc1ccc(NC(=O)C2CCC(CNS(=O)(=O)c3cccc4nsnc34)CC2)cc1 (stereo not given) | -2 | -1
CC(C)NC(=O)C1(C)CCN1CCC(=O)c1ccccc1 (stereo not given) | 0 | -1
COc1ccc(C(=O)C2CCCN(C/C=C/c3ccccc3OC)C2)c(OC)c1 (stereo not given) | -12 | 23
CC(=O)c1ccc(NC(=O)C2C3C=CC(C3=C(c3ccccc3)c3ccccc3)C2C(=O)O)cc1 (stereo not given) | 2 | -7
CC1(c2cccc(Br)c2)NC(=O)N(CC(=O)N2CCc3ccccc32)C1=O (stereo not given) | 5 | -1
CC1(C)Cc2nc3oc4c(NCc5ccccc5)ncnc4c3cc2CO1 | -32 | 34
NC(=O)NC(=O)COC(=O)CC12CC3CC(CC(C3)C1)C2 | -2 | -4
N#Cc1cn(-c2ccccc2)nc1-c1cc2ccccc2oc1=O | 28 | 3

Assay outcomes (PubChem BioAssay)
